High-throughput results (PubChem)
hERG rescue – shields human hERG channel from block by proarrhythmic agents; 310,000 compounds, 0.51% hits; AID 1511; CHO-hERG, FluxOR thallium flux, dofetilide IC70 present; activation (rescue from dofetilide block), less the hit threshold, % at 10 µM;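 active = activation above the mean of controls blocked by dofetilide plus 5 SD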;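 note: thallium influx through hERG after potassium depolarization seen as dye fluorescence rise; in these data hits start at about 4.7%; inactives centre near -7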
GSK3A inh – blocks human GSK-3 alpha kinase. ADP-Glo luminescence, 60 min. AID 2650. P49840. 320,000 compounds, 0.1% hits. inhibition, % at 10 µM;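 in the data active = inhibition above about 50%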;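 note: GST-tagged GSK-3 alpha with peptide substrate and 25 µM ATP; 0% = DMSO neutral wells and 100% = GW8510 positive control wells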
Target sequence (P49840 whole entry, looked up): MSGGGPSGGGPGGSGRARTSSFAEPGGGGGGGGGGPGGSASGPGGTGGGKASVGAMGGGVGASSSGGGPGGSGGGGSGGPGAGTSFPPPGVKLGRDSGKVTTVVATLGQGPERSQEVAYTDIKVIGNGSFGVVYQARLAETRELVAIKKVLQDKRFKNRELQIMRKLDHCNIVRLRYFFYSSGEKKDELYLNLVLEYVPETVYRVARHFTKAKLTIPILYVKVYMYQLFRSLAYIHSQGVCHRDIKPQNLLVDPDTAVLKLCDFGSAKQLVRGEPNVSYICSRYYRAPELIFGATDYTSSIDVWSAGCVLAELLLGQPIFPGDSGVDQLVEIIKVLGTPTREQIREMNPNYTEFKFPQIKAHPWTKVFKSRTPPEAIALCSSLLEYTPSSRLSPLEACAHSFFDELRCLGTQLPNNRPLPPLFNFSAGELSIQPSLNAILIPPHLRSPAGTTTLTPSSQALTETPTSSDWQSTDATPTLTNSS
PolyA inh – inhibitors of polyadenylation in S. cerevisiae; 300,000 compounds, 0.02% hits; calls only at 12 µM; S. cerevisiae SKY197-pL101 polyadenylation reporter, beta-gal luminescence; efflux-impaired pdr1/pdr3 knockout yeast; score 100 = 6 SD above DMSO;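 active = lowest replicate activity score at least 50, where 100 means six control SD above control mean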;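 note: yeast exposed to compound for 9 h at 30 °C; higher score means more reporter readthrough which indicates perturbed polyadenylation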
RGS4 act – RGS4 potentiation or activation. HEK293 M3R/inducible RGS4, carbachol calcium flux Fluo4; stronger effect = lower value. AID 463111. 310,000 compounds, 0.92% hits. B-score at 10 µM;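 active = B-score of the integrated calcium signal more than 4 SD below the library mean, with starting fluorescence not abnormally high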;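 note: negative B-score means reduced calcium response which marks RGS4 activation or potentiation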
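System: HEK293 FlpIn-TREx cells, stable M3R, doxycycline-inducible RGS4. Timing: overnight RGS4 induction, 30 min dye load 37 °C, 20 min compound RT. Also added: carbachol, ECmax concentration. Measured by: Fluo4 fluorescence kinetic imaging of calcium. Evaluation: integrated calcium ratio converted to B score.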
KCNK3 block – human KCNK3 channel inhibition, primary screen; CHO-KCNK3 thallium flux, FluxOR fluorescence; stronger effect = lower value; B-score at 10 µM; 340,000 compounds, 0.84% hits; AID 602410;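 active = B-score under library mean minus 4 SD, starting fluorescence ratio at most library mean plus 5 SD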;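 note: more negative B-score means stronger inhibition of thallium flux through KCNK3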
Target sequence (O14649 whole entry, looked up): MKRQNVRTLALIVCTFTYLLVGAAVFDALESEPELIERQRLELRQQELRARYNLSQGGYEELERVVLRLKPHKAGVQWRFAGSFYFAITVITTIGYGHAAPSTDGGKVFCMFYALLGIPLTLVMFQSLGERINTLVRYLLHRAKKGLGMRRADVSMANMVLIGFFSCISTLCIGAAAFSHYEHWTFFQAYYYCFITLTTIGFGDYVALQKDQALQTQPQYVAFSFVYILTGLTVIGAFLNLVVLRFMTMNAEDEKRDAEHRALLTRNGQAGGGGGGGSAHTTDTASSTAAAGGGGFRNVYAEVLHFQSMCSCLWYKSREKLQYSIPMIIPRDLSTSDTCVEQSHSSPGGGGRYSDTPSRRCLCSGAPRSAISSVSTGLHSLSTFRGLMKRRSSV
GSK3B inh – inhibitors of human GSK3beta kinase | activity score (negative = inhibition), % at 10 µM | P49841 | 300,000 compounds, 0.038% hits | AID 2097 | GST-GSK3beta kinase, ADP-Glo luminescence, 60 min; stronger effect = lower value;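 active = more than half of replicate wells score below -50%, meaning over 50% inhibition versus plate controls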;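 note: 0% = median DMSO wells and -100% = median GW8510 positive control wells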
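test system = GST-tagged human GSK3beta kinase, cell-free | reagent = 25 µM ATP with peptide substrate | dosing = one dose of 10 µM per compound | schedule = 60 min reaction, RT | detection = luminescent ADP-Glo measurement of ADP formed | control set = DMSO neutral wells and GW8510 at 20 µM as positive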
KCNQ1 inh – blocks the human KCNQ1 potassium channel. P51787. CHO-K1 KCNQ1, FluxOR thallium flux fluorescence; stronger effect = higher value. B-score at 10 µM. 310,000 compounds, 1.3% hits;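 active = compounds whose thallium flux B-score, printed positive for inhibition, exceeds three library SD while starting fluorescence stays within three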;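 note: channel opened by potassium depolarization with thallium stimulus after 20 min compound exposure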
Dyrk1A ADPGlo – blocks rat Dyrk1A kinase activity. inhibition, % at 12.5 µM. ADP-Glo luminescence, NFATc1 peptide. Q63470. 310,000 compounds, 0.43% hits; in the data active = inhibition above about 50%;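 note: plate controls were vehicle with enzyme for no effect and no enzyme for full effect; many of its hits are not listed in these tables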
KCNQ1 pot – human KCNQ1 channel potentiation or activation. P51787. CHO-K1 KCNQ1, thallium flux FluxOR fluorescence; stronger effect = higher value. B-score at 10 µM. 310,000 compounds, 0.35% hits;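 active = fluorescence ratio B-score, a plate-corrected score, at least three library SD, with initial intensity B-score within 5 SD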
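Assay system: CHO-K1 cells stably expressing KCNQ1. Medium: assay buffer for compound exposure, DMSO matched across wells. Timing: 37 °C overnight plating, 90-min dark dye load, 20-min compound pretreatment. Signal: kinetic FluxOR fluorescence, 10 s baseline plus 110 s post-stimulus.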
KCNK9 block – human KCNK9 channel inhibition; Q9NPC2; HEK293 KCNK9, FluxOR thallium flux fluorescence; stronger effect = lower value; B-score at 10 µM; 310,000 compounds, 1.2% hits;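 active = ratio B-score over 3 SD below the library mean, with starting fluorescence within 5 SD of its mean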;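 note: negative B-score means less thallium flux so channel inhibition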
RGS4 inh – inhibitors of human RGS4. P49798. HEK293 M3R/RGS4 inducible, Fluo-4 calcium flux; stronger effect = higher value; triggered by carbachol at its EC20. B-score at 10 µM. 310,000 compounds, 0.45% hits. AID 463165;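 active = B-score, a plate-corrected calcium signal, over three deviations above library mean, with baseline fluorescence within five deviations of library mean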;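 note: RGS4 expression induced by doxycycline in cells with stable M3 receptor; B-score is computed from the integrated fluorescence ratio over baseline after carbachol; higher B-score means a larger calcium signal and so more RGS4 inhibition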
Target sequence (P49798 whole entry, looked up): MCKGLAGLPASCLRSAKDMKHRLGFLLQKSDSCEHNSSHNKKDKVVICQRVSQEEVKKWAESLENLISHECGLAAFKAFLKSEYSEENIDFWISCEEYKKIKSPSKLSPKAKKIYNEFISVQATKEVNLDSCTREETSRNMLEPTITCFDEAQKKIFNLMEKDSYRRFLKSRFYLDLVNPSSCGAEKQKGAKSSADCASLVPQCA
* marks the source's active call; other numbers are inactive results; i = inactive; . = no result given.

SMILES | hERG rescue | GSK3A inh | PolyA inh | RGS4 act | KCNK3 block | GSK3B inh | KCNQ1 inh | Dyrk1A ADPGlo | KCNQ1 pot | KCNK9 block | RGS4 inh
Cn1c(=O)c2c(nc(NCC3CCCO3)n2C)n(C)c1=O (stereo not given) | -1.5 | -5.2 | i | i | i | -0.6 | i | -8.8 | i | i | i
O=C(CCC(=O)N(c1cccc(F)c1)C(C(=O)NC1CCCC1)c1ccncc1)Nc1cccnc1 (stereo not given) | 3.4 | 7.0 | i | i | i | 0.5 | i | -4.2 | i | i | i
Cc1cccc(CC2CC(=O)N(c3nc4ccccc4s3)C2=O)c1 (stereo not given) | -2.5 | -10.1 | i | i | i | 1.2 | i | 6.9 | i | i | i
CCOC(=O)c1c(N)c(C#N)nn1-c1ccccc1C(=O)OC | -3.8 | . | i | i | . | -1.4 | i | . | i | i | i
Cc1c(CCC(=O)O)c(=O)oc2cc(OCc3ccc(Br)cc3)ccc12 | -2.7 | -1.3 | i | i | i | -5.3 | i | -2.5 | i | i | i
COc1ccc(CC(=O)N2CCc3cc(OC)c(OC)cc3C2C)c(OC)c1 (stereo not given) | -5.0 | 1.5 | i | i | i | -2.5 | i | -0.6 | i | i | i
CCOC(=O)c1ccsc1NC(=O)c1ccco1 | -12.4 | -3.0 | i | i | i | -3.0 | i | -0.9 | i | i | i
CCOc1ccc2oc(C(=O)N3CC(C)OC(C)C3)c(C)c2c1 (stereo not given) | -16.7 | -0.9 | i | i | i | 2.0 | i | -1.0 | i | i | i
Cc1[nH]c(=O)[nH]c(=O)c1S(=O)(=O)Nc1ccc(F)cc1Cl | -3.4 | 3.1 | i | i | i | 2.9 | i | -2.5 | i | i | i
CC(=O)N1CCN=C1SCc1ccccc1F | -2.0 | -0.7 | i | i | i | -2.9 | i | 3.2 | i | i | i
O=C(Nc1ccncc1)c1cc(S(=O)(=O)N2CCOCC2)ccc1Cl | -14.8 | -1.4 | i | i | i | 2.8 | i | 2.3 | i | i | i
CC(=O)/C=C/c1ccc2ccccc2n1 | -15.2 | -8.6 | i | i | i | 2.7 | i | -2.1 | i | i | 24.7*
Cc1cc(C)c(OCC(=O)Nc2cc(C(=O)O)cc(C(=O)O)c2)cc1C | -6.3 | -2.5 | i | i | i | -0.1 | i | -4.4 | i | i | i
C=C(C)[C@@H]1CC=C(CN2CCN(Cc3ccccc3)CC2)CC1 | -8.3 | -1.3 | i | i | i | 2.2 | i | -3.8 | i | i | i
Cc1nn(C)c(C)c1NC(=O)c1ccccc1NC(=O)Nc1ccccc1 | -8.4 | -0.9 | i | i | i | 2.4 | i | -10.7 | i | i | i
O=C(NCCCCCCOC1=NS(=O)(=O)c2ccccc21)C(=O)Nc1ccccc1 | -8.1 | -0.3 | i | i | i | 5.4 | i | -4.8 | i | i | i
CC(=O)Nc1ccc(C(=O)OC2CCCCC2=O)cc1 (stereo not given) | -5.5 | 3.2 | i | i | i | 0.3 | i | 10.5 | i | i | i
CN(C)S(=O)(=O)N1CCC(Oc2cccc(C(=O)NC3CCCCCC3)c2)CC1 | -16.7 | -1.8 | i | i | i | 3.2 | i | -5.4 | i | i | i
Oc1ccccc1C(=S)N1CCCC1 | -9.5 | -3.2 | i | i | i | 0.1 | i | -4.4 | i | i | i
Cc1ccc(CNS(=O)(=O)c2cn(C)c(=O)n(C)c2=O)cc1 | -3.8 | -2.3 | i | i | i | -0.4 | i | 4.1 | i | i | i
COc1ccc(CNC(=O)C2CCN(S(=O)(=O)c3ccc4c(c3)N(C(C)=O)CCO4)CC2)cc1 | -4.8 | 4.3 | i | i | i | 6.2 | i | 5.9 | i | i | i
Cc1cc(C)c(OCC(=O)N/N=C/c2ccco2)c(C)c1 | -5.6 | 2.3 | i | i | i | 0.5 | i | -7.1 | i | i | i
Cn1cc(Br)c(C(=O)Nc2c(F)c(F)c(F)c(F)c2F)n1 | -6.0 | -0.7 | i | i | i | -1.5 | i | -5.6 | i | i | i
CCN(C)Cc1c(C(=O)N2CCc3ccccc3C2)nc2ccc(Cl)cn12 | -11.6 | . | i | i | i | -0.7 | i | -3.1 | i | i | i
O=C(CSc1nc2c(cnn2-c2ccc(F)cc2)c(=O)[nH]1)N1CCCCCC1 | -0.2 | -1.8 | i | i | i | 1.8 | i | -4.0 | i | i | i
C/C(=N\NC(=O)c1cc(O)ccc1O)c1cccc(NC(=O)c2cccc(Cl)c2)c1 | -15.5 | -2.3 | i | i | i | -2.4 | i | 2.6 | i | i | i
NC(=O)COc1ccccc1 | -7.0 | 1.5 | i | i | i | -1.4 | i | . | i | i | i
CC(C)(C)NC(=O)CN(C(=O)c1snc(C(=O)NC2CCCCC2)c1N)c1ccccc1F | -4.7 | -1.7 | i | i | i | 1.4 | i | -1.3 | i | i | i
Cc1nn(-c2ccccc2)c2c1C1(C(=O)N(C)c3ccccc31)C(C#N)=C(N)O2 (stereo not given) | -4.5 | -2.0 | i | i | i | -1.0 | i | 1.7 | i | i | i
Nc1nnc(SCn2nnc3ccccc3c2=O)s1 | -2.3 | -9.3 | i | i | i | 2.2 | i | -1.9 | i | i | i
COc1cc(Br)cc(/C=N/NC(=O)Cc2ccccc2)c1O | -5.6 | -3.9 | i | i | i | 0.5 | i | . | i | i | i
O=C(NCCN1CCOCC1)c1ccc2c(c1)N(Cc1ccc(F)cc1)C(=O)CS2 | -5.0 | 1.8 | . | i | i | 1.9 | i | 1.2 | i | i | i
CCOC(=O)N1CCN(C(=O)c2cn(CC)c3ccc(S(=O)(=O)N(C)C4CCCCC4)cc3c2=O)CC1 | -9.5 | -1.0 | i | i | i | -1.2 | i | 2.1 | i | i | i
O=C(O)c1ccc(N/N=C/c2ccncc2)cc1 | -5.1 | 3.3 | i | i | i | 3.3 | i | 3.6 | i | i | i
O=C(OC(C(=O)Nc1cc(Cl)cc(Cl)c1)c1ccccc1)C1=COCCO1 (stereo not given) | -8.0 | -1.5 | i | i | i | -2.4 | i | -1.7 | i | i | i
CNc1ccccc1-n1ccc(-c2ccccc2)n1 | -5.5 | -5.2 | i | i | i | 19.1 | i | -4.6 | i | i | i
O=C(C1CCN(Cc2ccc(Cl)cc2)CC1)N1CCN(C(c2ccccc2)c2ccccc2)CC1 | -15.8 | -1.4 | i | -8.01* | i | 1.6 | i | 0.3 | i | i | i
Cc1cccc(C)c1OCc1nc2ccccc2c(=O)n1/N=C/c1c[nH]c2ccccc12 | -8.8 | 3.2 | i | i | i | -0.7 | i | 4.4 | i | i | i
COc1cccc(CN2CCNC(=O)C2CC(=O)NCCn2ccc3ccccc32)c1OC (stereo not given) | -0.3 | -2.7 | i | i | i | -0.5 | i | 3.2 | i | i | i
Nc1nc(SCC(=O)Nc2ccc([N+](=O)[O-])cc2)n[nH]1 | -9.1 | 0.0 | i | i | i | -2.0 | i | . | i | i | i
Cc1nn(Cc2ccccc2)c(Cl)c1C(=O)OCc1nnc(-c2ccc(Cl)cc2)o1 | -13.1 | -4.2 | i | i | i | 0.5 | i | 9.0 | i | i | i
c1ccc2c(N3CCCCC3)nc(N3CCCCC3)nc2c1 | -3.8 | 2.4 | i | i | i | 2.6 | i | -2.0 | i | i | i
O=C(/C=C/c1ccccc1F)N1CCN(c2ccccn2)CC1 | -16.8 | -1.6 | i | i | i | -4.9 | i | 2.5 | i | i | i
Cc1cccc(CCNC(=O)c2nnc(Cc3ccc(Cl)cc3)o2)c1 | -4.5 | -0.2 | i | i | i | 0.5 | i | -13.4 | i | i | i
CC(C)c1c(C(=O)N/N=C/c2ccc(Cl)cc2Cl)nnn1-c1nonc1N | -4.9 | -0.9 | i | i | i | -0.8 | i | 1.1 | i | i | i
CCCCC(=O)NC(=S)Nc1cccc(Cl)c1N1CCCCC1 | -6.8 | 3.0 | i | i | i | 1.0 | i | -6.5 | i | i | i
Clc1ccc(-c2cn3cc(Br)ccc3n2)cc1Cl | -2.8 | 0.1 | i | i | i | 0.4 | i | -3.3 | i | i | i
COC(=O)CCC(=O)OC1(C)C(=O)C2=CN(CCN3CCOCC3)C(c3ccc(OC)cc3)=CC2=C(Br)C1=O (stereo not given) | -14.5 | -0.2 | i | i | . | 3.2 | i | . | i | i | i
CN(C)c1nc(OCCNC(=O)COc2ccc(Cl)cc2Cl)nc(N2CCOCC2)n1 | -6.2 | 2.3 | i | i | i | -1.1 | i | 0.3 | i | i | i
CC(OC(=O)c1ccc(-n2cnnn2)cc1)C(=O)NCc1ccccc1 (stereo not given) | -11.3 | 0.5 | i | i | i | 0.8 | i | 5.7 | i | i | i
COc1cc(C2=NOC(C(=O)NC3CCCCC3)C2)cc(OC)c1OC (stereo not given) | -7.1 | -3.0 | i | i | i | 4.2 | i | 6.6 | i | i | i
COc1ccc(NC(=O)Nc2ccc3c(c2)CCC3)cc1 | -4.6 | -4.1 | i | i | i | 3.3 | i | 8.9 | i | i | i
Cc1cc(C(=O)OCC(=O)NCc2ccco2)c(C)n1-c1ccc(F)cc1 | -12.5 | -2.5 | i | i | i | 2.5 | i | 0.2 | i | i | i
CCCCCCCCOc1ccc(C2CC(=O)NC2=O)cc1 (stereo not given) | -5.6 | -0.8 | i | i | i | -1.7 | i | -4.7 | i | i | i
CCCCn1c(N)c(N(CC)C(=O)CSCC(=O)Nc2ccc(OC)cc2)c(=O)[nH]c1=O | -14.6 | -0.9 | i | i | i | 0.1 | i | . | i | i | i
COc1ccc(-c2cc(C(=O)N3CCCCC3)c3ccccc3n2)cc1OC | -21.0 | -1.9 | i | i | i | 0.1 | i | 9.3 | i | i | i
CCOC(=O)C1C(=O)C=C(Nc2ccccc2F)CC1c1ccccc1 (stereo not given) | -2.2 | . | i | i | i | 1.5 | i | -3.6 | i | i | i
CCN(C(=O)COC(=O)CNC(=O)c1ccc(F)cc1)C1CCS(=O)(=O)C1 (stereo not given) | -7.8 | -0.1 | i | i | i | 2.6 | i | 3.4 | i | i | i
Cc1ccc(NC(=O)C2CCCN(S(=O)(=O)c3c(C)noc3C)C2)c(Br)c1 (stereo not given) | -6.3 | 0.6 | i | i | i | 1.7 | i | 4.9 | i | i | i

This is a subset. The share of hits here may be higher or lower than overall.
